Source: PubChem BioAssay
Wnt bcat act: activators of Wnt/beta-catenin signaling | Wnt/beta-catenin reporter cell assay, activator, plate reader | activation, % at 9.35 µM | 300,000 tested, 1.2% active | AID 743398; in the data active = activation above about 30%, passing the limit was not always enough;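 also: 0% = neutral control wells and 100% = positive control wells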
MITF TRPM1 HTS: MITF TRPM1 promoter activation in melanoma cells. SK-MEL-5 TRPM1-promoter luciferase, 24 h; % of positive control, neutral wells = 0. activation, % at 12.5 µM. 300,000 tested, 0.75% active;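 active = mean activation of at least 80% with every replicate also reaching 80%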;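 also: 0% = neutral control wells and 100% = parthenolide positive control wells; values of inactives mirror those of a sister screen read the other way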
dFosB act: enhances mouse delta FosB homodimer DNA binding | P13346 | purified delta FosB, TAMRA-CDK5 oligo fluorescence polarization; percent of positive-control signal above neutral wells | activation, % at 25 µM | 340,000 tested, 0.99% active | AID 493131;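 active = mean activation above about 17%, with every replicate also reaching it, limit read from the data, passing the limit was not always enough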;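 also: fluorescence polarization rise as delta FosB binds a TAMRA Cdk5 AP-1 oligo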
Target sequence (P13346 whole entry, looked up): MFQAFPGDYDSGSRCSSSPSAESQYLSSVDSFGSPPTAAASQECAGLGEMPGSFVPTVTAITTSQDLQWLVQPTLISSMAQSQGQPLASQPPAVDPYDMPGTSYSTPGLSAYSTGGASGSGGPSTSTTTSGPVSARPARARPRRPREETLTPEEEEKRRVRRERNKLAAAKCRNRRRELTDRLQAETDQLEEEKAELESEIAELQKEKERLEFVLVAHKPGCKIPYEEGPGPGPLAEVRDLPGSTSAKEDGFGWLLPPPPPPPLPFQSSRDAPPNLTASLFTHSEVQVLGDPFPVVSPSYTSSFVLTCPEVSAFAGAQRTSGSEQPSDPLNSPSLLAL
SR-BI DiI inh: inhibitors of mouse SR-BI mediated HDL lipid uptake; Q61009; ldlA[mSR-BI] CHO cells, DiI-HDL uptake fluorescence, 3 h; inhibition, % at 12.5 µM; 320,000 tested, 0.96% active; AID 488896;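 active = mean replicate inhibition of at least 70% and a set share of replicates each scoring 70 or more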;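 also: 0% = median of neutral control wells and 100% = median of positive control wells; values of inactives mirror those of a sister screen read the other way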
PvdQ acylase: blocks Pseudomonas aeruginosa PvdQ acylase activity. purified PvdQ acylase, fluorescence plate reader. inhibition, % at 10 µM. 340,000 tested, 0.063% active; in the data active = inhibition above about 30%, passing the limit was not always enough;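 also: 0% = vehicle neutral wells and 100% = reference inhibitor wells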
RTF Ca sens act: cardiac RTF calcium sensitization; IANBD-labeled TnC RTF fluorescence at EC20 calcium; 0% EC20 calcium, 100% full calcium; activation, % at 7.2 µM; 340,000 tested, 0.24% active; AID 493008;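 active = activation above the mean over all tested compounds plus 3 SD, cut at about 30% in these data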;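 also: rise in fluorescence read as greater calcium sensitivity of cardiac thin filaments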
CDK5 p35 inh: blocks human CDK5/p35 kinase activity; Q00535+Q15078; Recombinant CDK5/p35, ADP-Glo luminescence, 60 min; inhibition, % at 10 µM; 330,000 tested, 0.01% active; AID 488839;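 active = highest replicate inhibition of at least 50% and at least 75% of replicates reaching 50%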;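 also: plate controls were DMSO neutral control for no effect and GW8510 at 10 µM for full effect; many of its hits are not listed in these tables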
HTR5A ag: activates human HTR5A in OPRM1-OPRD1 agonist counter-screen; activation, % at 9.3 µM; HTR5A agonist assay, luminescence, cell-based; AID 504692; 340,000 tested, 0.61% active; P47898; in the data active = activation mostly above about 9.5%, no sharp cut-off; inactive = mostly below about 7.6%;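 also: 0% = cells with vehicle only and 100% = reference agonist; strong numbers were not always called active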
Target sequence (P47898 whole entry, looked up): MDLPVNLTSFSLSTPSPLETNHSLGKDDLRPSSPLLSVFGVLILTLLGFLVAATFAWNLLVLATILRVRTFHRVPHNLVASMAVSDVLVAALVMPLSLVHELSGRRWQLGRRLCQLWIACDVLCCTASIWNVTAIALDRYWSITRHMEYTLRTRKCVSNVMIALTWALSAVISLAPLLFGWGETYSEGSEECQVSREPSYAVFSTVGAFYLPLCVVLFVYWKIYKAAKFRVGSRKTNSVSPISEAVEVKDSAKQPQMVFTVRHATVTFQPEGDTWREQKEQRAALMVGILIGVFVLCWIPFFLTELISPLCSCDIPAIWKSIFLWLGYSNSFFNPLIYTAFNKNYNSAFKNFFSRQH
SR-BI uptake up: SR-BI HDL lipid transfer activation; 320,000 tested, 0.096% active; CHO ldlA[mSR-BI] cells, DiI-HDL uptake fluorescence, 3 h; 100 = double the neutral-control signal; activation, % at 12.5 µM;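 active = mean replicate activation of at least 60% and every replicate at or above 60%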;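 also: 0% = median plate neutral-control signal and 100% = twice that signal; values of inactives mirror those of a sister screen read the other way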
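Material: SR-BI-overexpressing, LDLR-lacking CHO cells; schedule: compound exposure 3 h, 37 °C; reagent: DiI-labelled HDL at 10 µg/mL final; technique: bottom-read fluorescence, 550/595 nm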
Rtt109 Vps75: C. albicans Rtt109 histone acetyltransferase inhibition | Q5AAJ8 | purified Rtt109/Vps75, ThioGlo CoA-SH fluorescence, 4 h | inhibition, % at 34.9 µM | 330,000 tested, 0.16% active;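 active = inhibition of at least 50% in every replicate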
An asterisk follows results filed as active; x = not tested or not shown.

SMILES | Wnt bcat act | MITF TRPM1 HTS | dFosB act | SR-BI DiI inh | PvdQ acylase | RTF Ca sens act | CDK5 p35 inh | HTR5A ag | SR-BI uptake up | Rtt109 Vps75
CC1CN(c2ccc(NC(=S)NNCCC#N)cc2)CC(C)O1 (stereo unspecified) | -2 | 6 | -2 | -2 | -13 | -3 | -0.1 | 3 | 2 | -30
COc1ccc(N2CCN(C(=O)c3cc(-c4cc(OC)ccc4OC)nc4ccccc34)CC2)cc1 | -2 | -9 | -7 | 15 | -16 | 4 | 1.3 | -2 | -15 | 2
COc1ccc(-c2csc(/C(C#N)=C\c3ccc(O)c([N+](=O)[O-])c3)n2)cc1OC | 8 | 0 | -13 | -4 | -3 | 2 | 1.5 | 2 | 4 | -5
CC(=O)C1(C)N(O)C(C)(C)C(c2ccco2)=[N+]1[O-] (stereo unspecified) | -1 | x | 3 | -25 | 0 | 4 | 1.1 | -1 | 25 | -4
O=C1NC(=O)/C(=C/c2ccc(-c3cc(C(=O)O)ccc3Cl)o2)S1 | -1 | x | -18 | -9 | -14 | 0 | -2.1 | 2 | 9 | 1
O=C(Nc1ccc(Cl)cc1)Nc1nnc(SCc2ccc(Cl)cc2)s1 | 0 | -2 | 0 | -32 | -4 | -5 | -2.6 | 2 | 32 | x
Nc1nc(SCC(=O)Nc2cccc(F)c2)n[nH]1 | -3 | 3 | -5 | -40 | -17 | -3 | 0.1 | 3 | 40 | 0
CCN(CC)CCCNC(=O)c1cn(CC)c2ccc(S(=O)(=O)N(C)C3CCCCC3)cc2c1=O | -2 | 15 | -6 | -11 | -1 | -5 | -1.2 | 3 | 11 | 12
O=C1Nc2ccc(Br)cc2/C1=C/C(=O)c1ccc2c(c1)OCO2 | 2 | -67 | -9 | 75* | -8 | -2 | -0.4 | 9 | -75 | -7
O=C(O)COc1ccc(/C=C2\SC(=Nc3ccccc3)N(c3ccccc3)C2=O)cc1 | -4 | -1 | -9 | -2 | -7 | 7 | 3.4 | -2 | 2 | -9
Cn1c(Cn2cnc3ccccc32)nc2ccccc21 | x | -1 | 6 | -12 | -1 | 5 | -4.6 | 5 | 12 | -15
CC(C)OC(=O)CSc1nc(-c2ccc(F)cc2)nc2ccc(F)cc12 | x | x | 3 | 52 | -9 | -1 | 1.2 | 5 | -52 | 10
CCN(Cc1ccccc1)C(=O)Cn1cnc2c1c(=O)n(C)c(=O)n2C | -3 | 0 | 3 | -21 | -15 | -1 | -1.8 | x | 21 | 2
COc1ccc2[nH]c(C(=O)N(Cc3ccccn3)Cc3ccccn3)cc2c1 | 5 | 7 | 6 | -5 | -10 | -2 | -1.5 | -5 | 5 | 3
C=CC[C@@H](CC(=O)NCCO)C(=O)N[C@@H](COC(=O)[C@@H](CC=C)Cc1ccc(F)cc1)Cc1c[nH]c2ccccc12 | -4 | 4 | -10 | 23 | 2 | 3 | -4.9 | -2 | -23 | 7
CN(CC(=O)Nc1ccccc1Cl)C(=O)c1ccc(COc2ccccc2)cc1 | 4 | 20 | -10 | 27 | -11 | -2 | 1.1 | -5 | -27 | 5
CSc1ccc(C#N)cc1NC(=O)c1ccc(Cl)cc1Cl | x | -4 | 4 | 48 | -12 | -6 | 1.8 | -5 | -48 | -4
CC(C)CCNc1nnnc2c1sc1nc(N3CCOCC3)c3c(c12)CC(C)(C)SC3 | -1 | 7 | -13 | 15 | -2 | 2 | x | -5 | -15 | 0
COc1ccc(S(=O)(=O)Nc2ccccc2C(=O)NC(C)C)cc1OC | x | 12 | -1 | -15 | -8 | 10 | 0.8 | 6 | 15 | 6
C=CCN(CC=C)c1cnn(-c2nc3ccccc3[nH]2)c(=O)c1Cl | 27 | 58 | -20 | -4 | -7 | -6 | 1.2 | -1 | 4 | -12

As entered above.
CSc1ccc(C#N)cc1NC(=O)c1ccc(Cl)cc1Cl in HTR5A ag is listed with -5
CC(C)CCNc1nnnc2c1sc1nc(N3CCOCC3)c3c(c12)CC(C)(C)SC3 in RTF Ca sens act is listed with 2
Cn1c(Cn2cnc3ccccc32)nc2ccccc21 in Rtt109 Vps75 is listed with -15
CCN(Cc1ccccc1)C(=O)Cn1cnc2c1c(=O)n(C)c(=O)n2C in SR-BI DiI inh is listed with -21
CC1CN(c2ccc(NC(=S)NNCCC#N)cc2)CC(C)O1 (stereo unspecified) in SR-BI DiI inh is listed with -2

Whole records, looked up by structure. Order of values: Wnt bcat act	MITF TRPM1 HTS	dFosB act	SR-BI DiI inh	PvdQ acylase	RTF Ca sens act	CDK5 p35 inh	HTR5A ag	SR-BI uptake up	Rtt109 Vps75
`CC(=O)C1(C)N(O)C(C)(C)C(c2ccco2)=[N+]1[O-]` (stereo unspecified) is listed with -1	x	3	-25	0	4	1.1	-1	25	-4
`CN(CC(=O)Nc1ccccc1Cl)C(=O)c1ccc(COc2ccccc2)cc1` is listed with 4	20	-10	27	-11	-2	1.1	-5	-27	5
`O=C(O)COc1ccc(/C=C2\SC(=Nc3ccccc3)N(c3ccccc3)C2=O)cc1` is listed with -4	-1	-9	-2	-7	7	3.4	-2	2	-9
`COc1ccc(N2CCN(C(=O)c3cc(-c4cc(OC)ccc4OC)nc4ccccc34)CC2)cc1` is listed with -2	-9	-7	15	-16	4	1.3	-2	-15	2

For convenience, some entries already given.
SMILES | Wnt bcat act | MITF TRPM1 HTS | dFosB act | SR-BI DiI inh | PvdQ acylase | RTF Ca sens act | CDK5 p35 inh | HTR5A ag | SR-BI uptake up | Rtt109 Vps75
CC1CN(c2ccc(NC(=S)NNCCC#N)cc2)CC(C)O1 (stereo unspecified) | -2 | 6 | -2 | -2 | -13 | -3 | -0.1 | 3 | 2 | -30
COc1ccc(N2CCN(C(=O)c3cc(-c4cc(OC)ccc4OC)nc4ccccc34)CC2)cc1 | -2 | -9 | -7 | 15 | -16 | 4 | 1.3 | -2 | -15 | 2
COc1ccc(-c2csc(/C(C#N)=C\c3ccc(O)c([N+](=O)[O-])c3)n2)cc1OC | 8 | 0 | -13 | -4 | -3 | 2 | 1.5 | 2 | 4 | -5

Next entries follow.
SMILES | Wnt bcat act | MITF TRPM1 HTS | dFosB act | SR-BI DiI inh | PvdQ acylase | RTF Ca sens act | CDK5 p35 inh | HTR5A ag | SR-BI uptake up | Rtt109 Vps75
Cc1cc(NS(=O)(=O)c2ccc(NC(=O)C(c3ccccc3)c3ccccc3)cc2)no1 | -2 | 1 | -8 | -16 | 4 | -5 | -1.4 | -2 | 16 | -1
CCOC(=O)Nc1ccc2ncn(C)c(=O)c2c1 | 0 | -3 | -10 | x | 7 | 6 | -0.9 | 9 | x | 14
Cc1ccc(C)c(NC(=O)CN(C)C(=O)[C@@H](NC(N)=O)C(C)C)c1 | -1 | 0 | 3 | -13 | 5 | 8 | 0.9 | 4 | 13 | 5
Cc1c([N+](=O)[O-])c([N+](=O)[O-])nn1CC(=O)NCc1cccnc1 | -4 | -9 | 3 | -15 | -11 | -3 | 1.5 | -2 | 15 | -11
CC(NC(=O)C(C)N1C(=O)c2ccccc2C1=O)c1ccccc1 (stereo unspecified) | 1 | -5 | -11 | 8 | -12 | 1 | 1.1 | 0 | -8 | -3
